RGS7-Gao – human RGS7-Galphao interaction regulation | Multiplexed bead flow cytometry, RGS7-Galphao binding; actives lie on both sides | binding response (% of control), % at 10 µM | 220,000 tested, 0.35% active | AID 1439; in the data active = binding response below about 49% or above about 150%; inconclusive = no clear call, values can overlap the other calls; inactive = in between;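 note: fluorescent Galphao held in activated GDP-AlF4 state binding bead-coupled RGS7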
Target sequence (P09471 whole entry, looked up): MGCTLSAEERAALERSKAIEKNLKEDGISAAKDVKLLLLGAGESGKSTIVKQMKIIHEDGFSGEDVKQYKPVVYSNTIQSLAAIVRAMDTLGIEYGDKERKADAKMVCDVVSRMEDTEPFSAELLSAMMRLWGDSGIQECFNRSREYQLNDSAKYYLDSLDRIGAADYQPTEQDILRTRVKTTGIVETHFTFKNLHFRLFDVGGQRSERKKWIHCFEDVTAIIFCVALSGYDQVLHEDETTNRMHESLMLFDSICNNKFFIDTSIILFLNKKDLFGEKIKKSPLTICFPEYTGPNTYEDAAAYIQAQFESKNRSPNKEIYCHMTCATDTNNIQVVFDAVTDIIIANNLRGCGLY
RGS4-Gao reg – human RGS4-Galphao interaction regulation; Multiplexed bead flow cytometry, RGS4-Galphao binding; actives lie on both sides; binding response (% of control), % at 10 µM; 220,000 tested, 0.33% active; AID 1415; in the data active = binding response below about 49% or above about 150%; inactive = in between;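 note: fluorescent Galphao activated with aluminum fluoride binding bead-coupled RGS4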
RGS8-Gao reg – human RGS8-Galphao interaction regulation. multiplexed bead flow cytometry, RGS8-Galphao binding; actives lie on both sides. 220,000 tested, 0.34% active. AID 1423. response (percent of control binding), % at 10 µM. P09471; in the data active = response below about 60% or above about 140%; inactive = in between;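 note: Galphao activated as the GDP aluminium fluoride complex binding bead-coupled RGS8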
* = called active by the depositor; ? = inconclusive; · = no result given. Only part of the results is shown (hit frequency here may not be typical).

cpd	molecule	RGS7-Gao	RGS4-Gao reg	RGS8-Gao reg
1	O=C(/C=C/c1cccs1)NC(=S)Nc1ccc(C(=O)O)cc1	?	104	98
2	O/N=C/c1ccnc(SCc2ccc(Cl)cc2)n1	?	101	98
3	O=C1NCCN1CCNS(=O)(=O)c1ccc(F)c(Cl)c1	?	87	91
4	CCCc1n[nH]c(=S)n1Cc1ccco1	?	103	98
5	CCn1c(SCC(=O)N/N=C/c2ccccc2OCC(=O)O)nnc1-c1ccc(C)cc1	?	102	102
6	C=C(C)C(=O)Nc1cccc(C2=NOC3(C2)C[C@@H](C(N)=O)N(C(=O)/C(C)=C/C)C3)c1 (stereo partly specified)	?	102	101
7	O=C(N(c1ccccc1)c1ccccc1)N(c1ccccc1)c1ccccc1	?	98	98
8	CCc1nc2ccccc2c(C(=O)OCC(=O)Nc2cccc(S(=O)(=O)NC3=NCCCCC3)c2)c1C	?	102	101
9	Cc1ccc(Nc2nc(-c3ccncc3)nc3ccccc23)cc1	?	96	96
10	Fc1ccc(-c2nc(-c3cccs3)no2)cc1	?	101	102
11	CN(C)S(=O)(=O)N1C(=O)c2ccccc2C1=O	?	101	101
12	N#C/C(=C(/O)c1ccc([N+](=O)[O-])cc1)c1nc2ccccc2[nH]1	?	102	101
13	COc1ccccc1NC1=NC(CO)(CO)CS1	?	91	96
14	CC(C)CCNC(=O)C1CC(c2ccc(C(F)(F)F)cc2)=NO1 (stereo unspecified)	?	107	106
15	Cn1c(=O)c2c(Nc3ccc(F)cc3)cc(=O)n(-c3ccccc3)c2n(C)c1=O	?	118	112
16	O=C(O)CCCCCNCc1c(Cl)cccc1Cl	?	101	101
17	COc1ccccc1OCCNC(=O)C(=O)c1c[nH]c2ccccc12	?	98	100
18	O=C(Nc1ccc(F)cc1)Nc1csc2ccccc12	?	100	102
19	CC(=O)Nc1ccc(Nc2nc(C)c([N+](=O)[O-])c(N(C)c3ccccc3)n2)cc1	?	112	101
20	NC(=O)C1CCN(C2=C(NS(=O)(=O)c3ccc(Cl)cc3)C(=O)c3ccccc3C2=O)CC1	?	100	102
21	CC1Cc2cc(/C=C3/SC(=S)N(C)C3=O)ccc2O1 (stereo unspecified)	?	103	101
22	CCCCC(=O)Nc1ccccc1CC	?	95	101
23	O=C(NNc1ccccc1C(F)(F)F)c1sccc1Br	?	98	100
24	COC(=O)c1ccc(NC(=O)CC2C(=O)N(C)C(=S)N2Cc2ccc(S(N)(=O)=O)cc2)cc1 (stereo unspecified)	?	90	97
25	CCCn1nnc(NC(=O)c2ccc3c(c2)OCO3)n1	?	100	99
26	C/C(=N\NC(N)=S)c1ccncc1	?	99	99
27	COCCNC(=O)c1ccc2c3n(nc2c1)-c1ccc(C)cc1CO3	?	108	103
28	CC(/C=C1\SC(=S)N(C(C(=O)O)c2ccccc2)C1=O)=C\c1ccccc1 (stereo unspecified)	?	114	110
29	COC(CNC(=O)c1ccc2c3c(onc13)-c1ccccc1C2=O)OC	?	88	63
30	Cc1cccc(C)c1NC(=S)N1CCOCC1	?	88	91
31	COc1ccc(-c2cnc(N)nc2-c2ccc(OCc3ccccc3)cc2O)cc1	?	102	100
32	O=CN1CCN(C(=S)Nc2ccc(OC(F)F)cc2)CC1	?	100	100
33	O=C(Nc1ccc(F)cc1)Nc1ccc(Oc2ncnc3cc(Cl)ccc23)nc1	?	93	99
34	NC1=NC[C@H](Cc2ccccc2)N1CCCCC1CCCCC1	?	103	103
35	O=c1cc(-c2ccc(Cl)cc2)[nH]c2ccccc12	?	90	95
36	O=S(=O)(Cc1ccccc1Cl)c1ncn[nH]1	?	97	101
37	O=C(COC(=O)COc1ccccc1F)Nc1ccc(Cl)cn1	?	104	103
38	Oc1c(Cl)cc(Cl)cc1C1Nc2ccccc2-n2cccc21 (stereo unspecified)	?	98	97
39	O=C(NNC(=O)c1ccccc1Cl)c1ccco1	?	105	101
40	COc1cccc(C(=O)N2CCN(Cc3nc(CC4CC4)no3)CC2)c1	?	104	102
41	Cc1ccc(NC(=O)CCn2cc(C(F)(F)F)ccc2=O)cc1	?	100	99
42	CC(C(Sc1ccccc1N)c1ccccc1)[N+](=O)[O-] (stereo unspecified)	?	96	95
43	CCOC(=O)C(Sc1cc(-c2ccccc2)nc2ncnn12)C(C)=O (stereo unspecified)	?	80	97
44	CCCSC(=S)c1c(C)[nH]n(-c2ccccc2)c1=O	?	104	100
45	NC(=NC(=O)c1cccc(C(F)(F)F)c1)c1ccc(C(F)(F)F)cn1	?	99	100
46	CCc1ccccc1NC(=O)CSc1nnc(CCNC(=O)OC(C)(C)C)o1	?	100	104
47	CCOC(=O)c1ccc(N2CCOCC2)c(NC(=O)COCC(=O)O)c1	?	98	103
48	COC(=O)c1ccc(S(=O)(=O)NC(C)(C)C)n1C	?	102	103
49	O=c1oc2ccc(Cl)cc2nc1/C=C(\O)c1cccs1	?	96	97
50	NNc1ccc(S(=O)(=O)N2CCCCC2)cn1	?	100	100
51	Cc1ccc(NC(=S)N(CCN2CCOCC2)Cc2cc3cc4c(cc3[nH]c2=O)OCCO4)cc1	?	101	103
52	O=C(CCl)NNC(=O)c1c(O)c2ccccc2[nH]c1=O	?	101	99
53	Cn1c(=O)c2c([nH]c(OCc3ccc(Cl)cc3Cl)[n+]2Cc2ccc(F)cc2)n(C)c1=O	?	92	95
54	Cc1nc(C(=O)NNC(=O)c2ccc(C(F)(F)F)cc2)cs1	?	100	98
55	CCCc1c(C(=O)N2CCN(c3ccccc3OC)CC2)cnn1-c1ccccc1	?	97	102
56	Cc1cc(=O)oc2cc(OCCC[n+]3ccccc3)ccc12	?	96	101
57	Cc1cc(C)c2oc(C(=O)N(Cc3ccccc3)c3ccccn3)cc(=O)c2c1	?	109	105
58	COc1ccc(NC(=O)/C=C/C(=O)O)c([N+](=O)[O-])c1	?	102	100
59	O=C(O)/C=C/C(=O)Nc1ccc(-n2ccc(C(F)(F)F)n2)cc1	?	98	104
60	Cc1nc(SCC(=O)O)c(C#N)c2c1CCCC2	?	98	99

Additional structures:
cpd	molecule	RGS7-Gao	RGS4-Gao reg	RGS8-Gao reg
61	COc1cccc(Nc2nc(N)c([N+](=O)[O-])c(NCc3ccccc3)n2)c1	?	94	97
62	Cc1cc(C)c2cc(C(=O)N(C)C3CCN(C)CC3)[nH]c2c1	?	103	100
63	Cc1occc1C(=O)O/N=C(\N)c1ccc(Cl)cc1	?	92	93
64	COC(=O)c1ccc(S(=O)(=O)NCc2ccco2)o1	?	102	99
65	CCOC(=O)NNc1ccc(C(F)(F)F)cn1	?	106	105
66	O=C(N/N=C/c1ccccn1)C(O)c1ccccc1 (stereo unspecified)	?	85	98
67	O=C(COC(=O)c1cnccn1)c1ccc(Cl)c([N+](=O)[O-])c1	?	101	98
68	CCN(CC)CCCNC(=O)C(C)n1c2ccccc2c2nc(=O)cc(C)n21 (stereo unspecified)	?	99	99
69	C/C(=N\NC(N)=S)c1ccc(-n2ccnc2)cc1	?	105	104
70	COc1ccccc1C(C[N+](=O)[O-])c1c(N)n(C)c(=O)n(C)c1=O (stereo unspecified)	?	96	97
71	Cc1ccc(S(=O)(=O)N2CCN(CC(=O)N/N=C\c3ccncc3)CC2)cc1	?	105	103
72	NC(=O)Nc1ccc(C(=O)OCC(=O)Nc2ccc(Cl)cn2)cc1	?	108	104
73	Cc1c[nH]c(=O)c([N+](=O)[O-])c1	?	85	90
74	O=C(O)c1ccc(C(=O)c2ccc3c(c2)C(=O)N(CCO)C3=O)cc1	?	101	100
75	CCC(=O)Nc1ccc2c(c1)nc(CCN1CCN(c3ccccc3)CC1)n2C	?	100	99
76	CCC1=C(OC(=O)N(CC)CC)N2C(=O)OC(=NCC3CC3)[C@]2(C)[C@H]2C1=CC[C@H]1C(=O)NC(=O)[C@H]12	?	98	99
77	COc1ccc(CN2CCOCCOCCOCCOCC2)cc1	?	104	102
78	CC(C)COc1ccc(C(=O)N/C(=C/c2cccc([N+](=O)[O-])c2)C(=O)O)cc1	?	106	103
79	COc1ccc(CCN(C)CCC(=O)Nc2cccc(C)c2)cc1OC	?	103	102
80	Cc1ccc(-c2nnc(CCC(=O)NCc3csc(C)n3)o2)s1	?	104	103
81	Cc1ccc(-c2csc3nc(-c4ccncc4)[nH]c(=O)c23)cc1	?	104	100
82	Cn1cccc1CC(=O)NNC(=S)NC(=O)c1ccc(F)cc1	?	105	101
83	O=C(O)c1cc2ccccc2c2cc(Br)ccc12	?	68	87
84	O=C(Nc1ccc2ncccc2c1)Nc1ccc2ncccc2c1	?	91	91
85	Cc1c(C)n(O)c2ccc3nonc3c12	?	102	99
86	COc1ccc2nccc(/C=C/c3ccnc4ccc(OC)cc34)c2c1	?	101	98
87	Nc1nc(CCl)nc(Nc2cccc3ccccc23)n1	?	100	99
88	CC(=O)c1c(C)[nH]c(C(=O)CN2C(=O)NC(CCc3ccccc3)C2=O)c1C (stereo unspecified)	·	105	108
89	CC(C)Nc1cc(C(C)(C)C)nc2c(-c3ccccc3)cnn12	?	101	100
90	NC[C@@H]1O[C@H](C23CC4CC(CC(C4)C2)C3)Cc2c1ccc(O)c2O	?	102	100

Three of the compounds above, with one line to a screen.
73. Cc1c[nH]c(=O)c([N+](=O)[O-])c1
74. O=C(O)c1ccc(C(=O)c2ccc3c(c2)C(=O)N(CCO)C3=O)cc1
75. CCC(=O)Nc1ccc2c(c1)nc(CCN1CCN(c3ccccc3)CC1)n2C

Screen / compound no. | 73 | 74 | 75
RGS7-Gao | ? | ? | ?
RGS4-Gao reg | 85 | 101 | 100
RGS8-Gao reg | 90 | 100 | 99

Continued.
cpd	molecule	RGS7-Gao	RGS4-Gao reg	RGS8-Gao reg
91	C=CCn1c(SCC(=O)NNC(=S)Nc2ccccc2)nnc1-c1ccccc1	?	85	99
92	Cc1ccc(S(=O)(=O)Nc2ccc3c(c2)nc(CCN2CCCCC2)n3C)cc1	?	96	101
93	Cc1ccc(-c2nc3ncccc3o2)cc1NC(=O)c1ccccc1	?	96	101
94	C=CCOC(=O)C1=C(C)OC(N)=C(C#N)C1c1ccco1 (stereo unspecified)	?	100	100
95	Cc1ccccc1NC1=NC(=S)N(CC(N)=O)C12CCOC(C)(C)C2 (stereo unspecified)	?	106	102
96	O=C(NNC(=O)c1csc(-c2cccnc2)n1)Nc1ccc(Cl)cc1	?	105	105
97	CCOc1ccc(-n2cnc3c(=O)[nH]c(N)nc32)cc1	?	103	103
98	CCCNC(=O)c1ccc2c(=O)c(O)c(-c3ccsc3)[nH]c2c1	?	84	91
99	Cc1ccc2c(c1)C(=O)CCCCC(=O)N2	?	98	99
100	COc1ccc(Cc2nnc(Nc3ccc(Cl)cc3)[nH]c2=O)cc1	?	100	100
101	Cc1ccc(S(C)(=O)=N/C=C2\C(=O)c3sccc3N(C)S2(=O)=O)cc1 (stereo unspecified)	?	104	102
102	NS(=O)(=O)c1ccc(NC(=O)COC(=O)COc2ccc(Br)cc2)cc1	?	99	100
103	Cc1cc(-c2nc(-c3ccc(C(C)(C)C)cc3)no2)no1	?	93	98
104	Nc1nc(NCc2ccco2)nc(N2CCOCC2)c1[N+](=O)[O-]	?	97	100
105	Cc1nc(-c2ccc(S(=O)(=O)N3CCN(Cc4ccccc4)CC3)s2)cs1	?	101	100
106	O=C(c1ccc2c(c1)OCO2)N1CCC(Cc2ccccc2)CC1	?	104	102
107	CC1CCCC(NC(=O)C2CCC(CNc3c(N4CCCCC4)c(=O)c3=O)CC2)C1C (stereo unspecified)	?	98	98
108	O=C(c1cccnc1)N1CCN(c2ccccc2Cl)CC1	?	78	99
109	O=C(Nc1ccccc1N1CCOCC1)C1CCN(S(=O)(=O)c2ccc(Cl)cc2)CC1	?	102	102
110	CCOCCCn1c(=NC(=O)c2cccs2)c(C#N)cc2c(=O)n3ccccc3nc21	?	103	100
111	Cc1ccccc1N/N=C/c1sc(=O)n(Cc2cccc(C(=O)O)c2)c1Cl	?	99	102
112	C(=N\Nc1ccc2nncn2n1)/c1ccccn1	?	101	102
113	Cc1ccc(C(=O)N/C(=C\c2cn(C)c3ccccc23)C(=O)OCCN(C)C)cc1	?	101	102
114	CC1Cc2cc(/C=C3/SC(N4CCC(C(N)=O)CC4)=NC3=O)ccc2O1 (stereo unspecified)	?	96	100
115	Cc1cccnc1NC(=O)c1csnn1	?	100	102
116	CCCCCCCc1c(O)nc(SCC(=O)O)[nH]c1=O	?	102	100
117	Cc1cc(Cl)ccc1OCC(=O)N(Cc1ccco1)C1CCS(=O)(=O)C1 (stereo unspecified)	?	115	104
118	COc1cccc(Oc2nc(-c3ccncc3)nc3ccccc23)c1	?	102	101
119	O=C(Cn1cnc2cc([N+](=O)[O-])ccc2c1=O)Nc1cccc2ccccc12	?	102	105
120	O=C(N/N=C1\NC(=O)C(CO)(CO)S1)c1ccccc1	?	102	100
121	CCC(C)[C@H](NC(=O)N1CCCCC1)C(=O)OC (stereo partly specified)	?	97	98
122	S=c1[nH]nc(-c2ccn[nH]2)n1-c1ccccc1Cl	?	105	103
123	C/C=C(\C)C(=O)NNC(=O)c1sc(-c2ccccc2)nc1C	?	101	101

A different layout for 5 compounds above:
item | RGS7-Gao | RGS4-Gao reg | RGS8-Gao reg | mol
17 | ? | 98 | 100 | COc1ccccc1OCCNC(=O)C(=O)c1c[nH]c2ccccc12
18 | ? | 100 | 102 | O=C(Nc1ccc(F)cc1)Nc1csc2ccccc12
19 | ? | 112 | 101 | CC(=O)Nc1ccc(Nc2nc(C)c([N+](=O)[O-])c(N(C)c3ccccc3)n2)cc1
20 | ? | 100 | 102 | NC(=O)C1CCN(C2=C(NS(=O)(=O)c3ccc(Cl)cc3)C(=O)c3ccccc3C2=O)CC1
21 | ? | 103 | 101 | CC1Cc2cc(/C=C3/SC(=S)N(C)C3=O)ccc2O1 (stereo unspecified)

Screening data (PubChem BioAssay)
